OXTR potentiator = human OXTR potentiators, primary screen, fluorescence, CHO-OTR cells, Fluo-8 calcium | Oxytocin receptor (Homo sapiens), P30559 | Fluo-8 calcium fluorescence, potentiator mode; 0% = oxytocin EC15, 100% = EC100 | activation, % at 3 µM | 0.061% of 320,000 active | AID 2445, 2010;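 active = activation above that plate's cutoff, the mean activation of tested compounds plus 3 SD, cut at about 6.6% in these data, passing the limit was not always enough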;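 also: 100% uses oxytocin at 75 nM as the full agonist control; some results filed as inactive read as strong as hits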
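Material: human OTR in CHO cells. Compound: 3.0 µM, one dose. Timing: compound 6 min at room temperature before oxytocin, 100 s read. Evaluation: % activation of max/min ratio relative to oxytocin controls. Replication: single well per compound, singlicate. Signal: Fluo-8 calcium dye fluorescence.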
CHO-K1 Ca antag = nonselective inhibitor or artifact in parental CHO-K1 cells; ATP-induced calcium, Fluo-8 fluorescence; inhibition, % at 3 µM; 0.6% of 360,000 active; AID 602250;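 active = inhibition above a per-plate cutoff, the plate's mean sample inhibition plus 3 SD, cut at about 24% in these data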;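 also: 0% = DMSO plus EC80 ATP and 100% = DMSO alone without ATP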
TAAR1 antagonist = human TAAR1 antagonists, primary screen, Fluo-8 calcium fluorescence, CHO RD-HGA16 cells; Trace amine-associated receptor 1 (Homo sapiens), Q96RJ0; 1.5% of 360,000 active; antagonist; AID 624466, 2012; inhibition, % at 3 µM;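 active = inhibition above a per-plate cutoff, the mean inhibition of test compounds on that plate plus 3 SD, cut at about 49% in these data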;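 also: 0% = DMSO plus EC80 beta-PEA response and 100% = DMSO alone without agonist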
Target sequence (Q96RJ0 whole entry, looked up): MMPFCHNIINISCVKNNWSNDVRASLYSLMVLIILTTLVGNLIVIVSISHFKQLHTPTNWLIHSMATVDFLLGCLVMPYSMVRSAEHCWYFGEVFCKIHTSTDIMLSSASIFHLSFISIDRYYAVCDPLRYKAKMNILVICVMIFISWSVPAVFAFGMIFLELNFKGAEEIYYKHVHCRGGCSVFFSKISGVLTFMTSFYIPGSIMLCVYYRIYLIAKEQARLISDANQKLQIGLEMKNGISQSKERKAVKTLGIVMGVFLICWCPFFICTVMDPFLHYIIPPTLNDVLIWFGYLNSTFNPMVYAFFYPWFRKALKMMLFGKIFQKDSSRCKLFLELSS
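Test system: RD-HGA16 CHO cells with stable hTAAR1 and Gα16 / Probe or stimulus: EC80 β-phenethylamine stimulus / Times: seeding 17-24 h prior, 75-min 37 °C, 30-min RT dye loading / Detection: Fluo-8 calcium-sensitive fluorescence / Read-out basis: % inhibition scaled between DMSO and EC80 PEA controls / Repeats: singlicate, one well per test compound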
CHO-K1 Ca ag = counter-screen for M1 agonists: effect in parental CHO-K1 cells | activation, % at 3 µM | 0.48% of 360,000 active | Fluo-8 calcium fluorescence; scaled to maximal ATP response, vehicle zero; in the data active = activation above about 15%;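 also: untransfected CHO-K1 host cells lacking M1 receptor as counterscreen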
M1 ag = human M1 muscarinic receptor agonists, primary screen, Fluo-8 calcium fluorescence, CHO-K1 cells, HTS; Muscarinic acetylcholine receptor M1 (Homo sapiens), P11229; CHO-K1 hM1, agonist mode; 0% DMSO, 100% acetylcholine EC100; AID 588814, 2011; activation, % at 3 µM; 0.33% of 360,000 active;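 active = activation above the run's mean compound activation plus 3 SD, cut at about 16% in these data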;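 also: peak over basal fluorescence ratio within a 140 s kinetic read after compound addition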
Target sequence (P11229 whole entry, looked up): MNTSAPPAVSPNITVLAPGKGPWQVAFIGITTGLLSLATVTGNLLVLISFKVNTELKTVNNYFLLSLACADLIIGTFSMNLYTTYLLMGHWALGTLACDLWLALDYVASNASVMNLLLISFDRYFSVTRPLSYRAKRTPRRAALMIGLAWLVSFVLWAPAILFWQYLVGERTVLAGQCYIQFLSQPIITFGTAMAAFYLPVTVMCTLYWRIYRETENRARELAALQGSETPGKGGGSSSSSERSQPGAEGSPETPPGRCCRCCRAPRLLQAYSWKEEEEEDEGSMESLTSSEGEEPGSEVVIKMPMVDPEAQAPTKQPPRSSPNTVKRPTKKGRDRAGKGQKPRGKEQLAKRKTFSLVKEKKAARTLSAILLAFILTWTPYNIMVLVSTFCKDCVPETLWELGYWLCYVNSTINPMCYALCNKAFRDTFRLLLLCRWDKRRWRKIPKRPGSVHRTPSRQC
M1 PAM parental = nonselective calcium activators in parental CHO-K1 cells, primary screen, counter-screen for M1 PAM project, cell-based, Fluo-8 calcium fluorescence, full deck, 1536-well. AID 602247, 2012. activation, % at 3 µM. ATP EC20; 0% at ATP EC20, 100% at ATP max. 0.02% of 360,000 active;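 active = activation above the run cutoff, the mean activation of all test compounds plus 3 SD, cut at about 40% in these data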;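 also: peak over basal fluorescence ratio in a 140 s read after ATP addition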
CHO parental Ca = ATP-evoked calcium signal inhibitors, parental CHO, primary screen, counter-screen for OX1R antagonist project, cell-based, fluorescence, Fluo-8 calcium dye. parental CHO-K1, ATP-induced calcium, Fluo-8 fluorescence. inhibition, % at 5.6 µM. 0.63% of 330,000 active. AID 463079, 2010;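 active = inhibition above that plate's mean sample inhibition plus 3 SD, cut at about 26% in these data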;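 also: 0% = ATP-challenged DMSO wells and 100% = DMSO wells without ATP; some compounds past the cut are filed as inactive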
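Assay system – parental CHO cells · Reagent – ATP stimulus · Detection – intracellular calcium via Fluo-8 no-wash fluorescent dye · Evaluation – percent inhibition of ATP-evoked calcium rise, normalized to controls · Controls – ATP wells versus no-ATP DMSO wells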
M1 antag = human M1 muscarinic receptor antagonists, primary screen, CHO-K1 cells, Fluo-8 calcium fluorescence, 1536-well; inhibition, % at 3 µM; Muscarinic acetylcholine receptor M1 (Homo sapiens), P11229; 1.3% of 360,000 active; AID 588852, 2011; CHO-K1 hM1, ACh EC80 antagonist;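 active = percent inhibition above its own plate's cutoff, namely the mean of that plate's compound wells plus 3 SD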;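 also: peak over basal fluorescence ratio during 140 s after agonist addition; 0% = ACh EC80 plus DMSO and 100% = DMSO alone without agonist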
TAAR1 agonist = human TAAR1 agonists, primary screen, Fluo-8 calcium fluorescence, CHO RD-HGA16 cells. Trace amine-associated receptor 1 (Homo sapiens), Q96RJ0. vehicle wells 0%, saturating PEA agonist 100%. activation, % at 3 µM. 0.99% of 360,000 active. AID 624467, 2012;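 active = activation above the mean activation of all test compounds in the run plus 3 SD, cut at about 38% in these data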
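Assay system – CHO-derived RD-HGA16 cells with stable Gα16 and human TAAR1 · Compound dosing – one-point dosing at 3 µM (nominal) · Incubation – 17-24 h seeding, 75 min 37 °C dye, 30 min RT · Measured by – kinetic Fluo-8 calcium fluorescence · Control set – DMSO vehicle as 0%, PEA at EC100 as 100% · Repeats – single well for each compound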
An asterisk follows results filed as active; · = no result given; & = joins results of further samples; ! = repeats disagree.

SMILES	OXTR potentiator	CHO-K1 Ca antag	TAAR1 antagonist	CHO-K1 Ca ag	M1 ag	M1 PAM parental	CHO parental Ca	M1 antag	TAAR1 agonist
COc1ccc(N(C)S(=O)(=O)c2cccc(C(=O)OCC(=O)Nc3sc4c(c3C#N)CCCCC4)c2)cc1	-2	-7	-7	2.7	-5	22	-15	1	4
Cc1cc2nc(C3CCCN(C(=O)NCc4ccccc4)C3)[nH]c2cc1C (configuration not stated)	-5	-8	-2	-0.1	-7	24	-16	-6	3
O=C(O)CSc1nnc(CNc2cccc(C(F)(F)F)c2)n1Cc1ccco1	-15	-9	2	0.5	-1	13	3	-12	8
CCOC1=C2[C@@H](CN(S(=O)(=O)c3ccc(C)cc3)[C@H]2c2ccc(Cl)cc2)[C@H]2C(=O)N(c3ccccc3)C(=O)[C@H]2C1	·	-1	-14	0.9	-5	19	·	-10	3
CSCCC(NS(=O)(=O)c1ccccc1F)C(=O)Nc1cccc(C)n1 (configuration not stated)	-3	-12	-22	1.1	-3	12	-5	-6	2
Clc1ccc(-c2cn(-c3ccc(Cl)cc3)c3[n+]2CCCCC3)cc1	-5	0	-14	-0.1	-9	0	-20	19	3
CC(C)S(=O)(=O)CC(=O)c1ccc(Cl)cc1	-9	-10	4	-0.3	-2	24	-15	-1	6
O=C(NC1CCS(=O)(=O)C1)Oc1ccccc1 (configuration not stated)	-9	-5	21	0.1	-3	10	-6	-7	2
CC(C)[C@H](NC(=O)c1ccc(Cl)c([N+](=O)[O-])c1)C(=O)NCc1ccc(Cl)cc1Cl	-5	14	26	0.6	-8	-4	-19	18	2
CN(C[C@H](Cc1ccccc1)N(C[C@H](Cc1cccc2ccccc12)N(CCc1ccccc1)N=O)N=O)N=O	-11	-8&-24	-5&2	0.2&1.7	-1	1&12	-19	-4	69*!
COc1ccc(-c2c[nH]c(=O)[nH]c2=O)cc1OC	-7	-1	2	-0.1	-4	-5	-12	-12	1
CCOCc1cc(C)[nH]c(=O)c1C#N	-2	-13	-5	0.5	-2	20	-4	-27	4
COC(=O)c1ccc(C(c2c(C)n(C)n(-c3ccccc3)c2=O)c2c(C)n(C)n(-c3ccccc3)c2=O)cc1	-3	4	-19	9.3	-5	0	-9	-1	5
COc1ccc(CN2C[C@@H](CO)O[C@@H](n3cnc4c(NC5CC5)ncnc43)C2)cc1	·	-5	-6	0.0	-2	-5	·	-8	1
COc1ccc(OCCCON2C(=O)c3ccccc3C2=O)cc1	5	-8	6	0.0	-1	5	3	-9	13
CCN(Cc1ccccc1)C(=O)Cn1cc(S(=O)(=O)NC)c(S(=O)(=O)NC)c1	-10	2	-14	0.6	-4	-21	-3	-9	2
CC(NC(=O)c1ccc(Cl)c(S(=O)(=O)NC2CC2)c1)c1ccco1 (configuration not stated)	·	-2	-23	0.7	0	2	·	-4	1
O=C(Nc1cccc(NC(=O)C2C3CC4OC(=O)C2C4C3)c1)c1ccccc1 (configuration not stated)	-14	-14	5	0.4	6	9	-13	-8	2
COc1ccc(C(CNC(=O)c2cccc(S(=O)(=O)Nc3ccc(Br)cc3)c2)N(C)C)cc1 (configuration not stated)	·	-18	35	3.6	-4	6	·	-3	40*
CCCCN1CC(COC)Oc2cccc(F)c2S1(=O)=O (configuration not stated)	·	-16	-2	0.8	-1	17	·	-18	2
Cc1cc(C)cc(NC(=O)CCC(=O)Nc2nnc(C(C)C)s2)c1	-10	-9	-15	0.0	-2	-11	1	-2	1
Cc1c(NC(=O)CSc2ncnc3c2cnn3-c2ccccc2)c(=O)n(-c2ccccc2)n1C	-3	-10	-17	1.0	-7	2	-4	-4	-1
COCCNC(=O)C1(C)CCCN(C(=O)c2c(F)ccc(C)c2F)C1 (configuration not stated)	·	12	-13	0.0	0	-10	·	7	2
CC(C)CN1CCN(Cc2ccc(CN3CCCCC3)s2)CC1CCO (configuration not stated)	-5	-8	-10	0.0	-10	4	-4	-1	0
C#CCOCCOCCOCCNc1nc(N2CCOCC2)nc(N2CCN(C(=O)CCCCCCCCCCNC(=O)[C@H]([C@@H](C)CC)n3cc(CCCCN=C(N)N)nn3)CC2)n1	-7	-13	8	0.2	-10	10	-11	24	-1
Cn1c(N2CCOCC2)c(/C=N/OC(=O)c2ccc(F)cc2)c2ccccc21	-1	4	6	2.4	-7	18	-11	-10	0
CC(C)CC(C(=O)O)N1C(=O)C2C3C=CC(C2C1=O)C1C(=O)N(C(CC(C)C)C(=O)O)C(=O)C31 (configuration not stated)	-3	-4	-1	1.0	-2	-23	3	-6	6
OCC1(CCCc2ccccc2)CCN(C2CCC2)CC1	-10	-7	-6	0.5	-7	17	-4	-5	1
CC1CCN(S(=O)(=O)c2ccc3c(c2)N(CC(=O)NCCCN(Cc2ccccc2)C(C)C)C(=O)CO3)CC1	-6	6	-3	-1.2	-6	-11	-27	1	-2
COC(=O)COc1ccc(NC(=O)Cn2nc(-c3ccccc3)c3ccccc3c2=O)cc1	1	-8	3	-0.2	11	3	-12	9	0
CC(=O)N1CCCc2cc(S(=O)(=O)N3CCCC(C(=O)N4CCN(c5ccccc5)CC4)C3)ccc21 (configuration not stated)	-23	-4	33	16*	5	11	8	2	11
CCCNC(=O)Nc1cc(C)on1	-1	7	20	0.1	1	7	-2	-18	1
COc1ccccc1C(=O)O/N=C(\N)c1ccccn1	-6	3	-27	0.3	-2	-13	10	0	0
COc1cccc(OC)c1C(=O)NCCSC1CCCCC1	-13	-8	9	1.1	-7	24	-10	-7	8
N#Cc1ccc(OCC(=O)NC2CCCCCC2)cc1	-7	15	-1	-0.3	-1	-26	-6	4	3
CCOc1ccccc1C(=O)OCC(=O)Nc1cc(S(=O)(=O)N2CCOCC2)ccc1C	0	-9	22	4.4	2	2	-25	-8	5
Cc1ccc(COC(=O)CN2C(=O)NC3(CCCC3)C2=O)cc1	-9	2	17	-0.2	-8	-10	-7	2	-1
COc1cc2c(cc1OC)CN(C(=O)/C=C/c1ccc([N+](=O)[O-])cc1)CC2	-2	-19	2	7.1	0	7	-7	-2	0
COC(=O)C1=C(C)N(C)C(=O)NC1c1cc2c(cc1[N+](=O)[O-])OCO2 (configuration not stated)	-4	2	11	-0.5	-1	-8	-12	6	-1
CN1CCN(C(=O)C2CCC(=O)N(Cc3cccc(C(F)(F)F)c3)C2)CC1 (configuration not stated)	-7	14	-15	-0.1	0	-24	-7	7	3
COC(=O)c1cc(C(=O)Nc2nnc(CC(C)(C)C)s2)cc([N+](=O)[O-])c1	-4	-1	-19	0.8	-5	6	-4	1	10
CCC(OCC(O)CN1CCCCC1)c1ccccc1 (configuration not stated)	-10	-10	-1	1.1	-5	1	-10	-3	1
CCN1/C(=C/C(C)=C/c2sc3ccccc3[n+]2CC)Sc2ccccc21	-13	34*	32&21	20*!	11	-8&-16	87*	48*	17&10
COc1cc(OC)cc(C(=O)N2CCN(Cc3ccccc3[N+](=O)[O-])CC2)c1	-6	14	-12	3.0	-10	3	-2	-5	4
O=C(/C=C/c1ccc([N+](=O)[O-])cc1)Nc1ncc([N+](=O)[O-])s1	·	-18	26	5.6	0	11	·	-5	12
Cc1ccc(N2CCN(/N=C/c3sccc3C)CC2)cc1	-3	-3	6	14	-2	26	-19	4	8
Cc1ccc(NS(=O)(=O)c2cccc3nsnc23)cc1	-6	-12	-21	1.3	-6	9	-11	8	1
COc1cc(CNC2CCCC2)cc(OC)c1OC	-9	-10	11	-0.5	1	-2	-5	-10	6
COc1ccccc1NC(=O)c1ccc2snnc2c1	-5	-7	15	0.0	-9	8	-4	-2	0
C#CCOn1c(-n2nc(C)cc2C)nc2ccccc2c1=O	-2	-8	-16	0.0	-1	-1	8	-10	6
COc1ccccc1C(=O)NNC(=O)c1ccc(NS(=O)(=O)c2cccs2)cc1	-9	-11	-2	0.3	-4	14	-1	0	1
C/C(=C\C(=O)c1ccccc1)Nc1ccc(O)cc1	-6	-13	-4	0.7	-1	11	-8	-4	12
CN1CCN(S(=O)(=O)c2ccc(NC(=S)NC(=O)c3ccc(Cl)cc3)cc2)CC1	·	2	4	4.2	-1	8	·	7	14
CC1=Nc2ccc(C)cc2/C1=C/c1c(N)n2oc(C)cc2nc1=O	-11&2	2&6	-33&7	1.2&0.7	-1&-5	-1&-3	2&8	4&1	5&3
Cc1ccc(NC(=O)N(C2CCCCC2)C(C)c2cccnc2)cc1C (configuration not stated)	-4	-4	-2	0.5	-6	5	-4	0	0
CC(C)c1ccccc1-n1c(SCC(=O)N2CCc3ccccc3C2)nc2ccccc2c1=O	-10	-6	6	1.1	-11	16	-13	-6	6
Cc1ccc2oc(=O)ccc2c1	·	-19	2	1.0	-4	5	·	-8	0
COCCn1cc(C(=O)N2CCN(C)CC2)c2c3ccccc3n(C)c2c1=O	0	-13	0	0.5	-5	22	-3	0	5
Cc1ccc2cccc(Oc3ccc([N+](=O)[O-])cc3[N+](=O)[O-])c2n1	3	-3	-8	0.5	-7	20	-20	-6	-3
O=C(CSc1nnc2c(Cl)cc(C(F)(F)F)cn12)Nc1ccc2c(c1)OCO2	-5	-6	10	0.9	-5	23	-2	-2	1
O=C(CSc1nnc(Cc2ccccc2)n1-c1ccc(Cl)cc1)N1CCOCC1	-7	-8	0	0.1	-3	-3	-15	-5	2
Cn1c(O)c(N=NC(=O)c2cccc(S(=O)(=O)N3CCCCC3)c2)c2ccccc21	-6	-5	39	4.8	-5	18	-24	10	6
CCC1CCCCN1C(=O)CSC1=NN2CCCC(=O)N=C2S1 (configuration not stated)	-6	-15	-14	1.8	-4	17	2	-12	10

Source: PubChem BioAssay (The Scripps Research Institute Molecular Screening Center)
